# Compound activity deposited in PubChem BioAssay by Broad Institute.
# PGC1a acetyl inh: inhibitors of PGC1a acetylation signal, primary screen, cell-based, U2OS, AlphaScreen, inhibitor mode. AlphaScreen anti-acetyl-lysine; with virally co-expressed GCN5 acetyltransferase. inhibition, % at 15.6 µM. 350,000 tested, 0.17% active;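 active = every replicate shows inhibition of at least 40%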;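 also: 0% = neutral control wells and 100% = positive control wells; some results beyond the cut were filed as inactive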
# S100A4 inh HTS: inhibitors of S100A4-myosin IIA peptide binding, primary screen, biochemical, fluorescence polarization, TAMRA-MyoIIA peptide | Protein S100-A4 (Homo sapiens), P26447 | 360,000 tested, 0.14% active | inhibition, % at 10.7 µM;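 active = mean inhibition of at least 70% across replicates, with every replicate also reaching that level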
# Target sequence (P26447 whole entry, looked up): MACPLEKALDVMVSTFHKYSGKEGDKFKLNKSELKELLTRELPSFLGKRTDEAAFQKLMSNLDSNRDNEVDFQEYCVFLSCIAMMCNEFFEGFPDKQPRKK
#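 Test system – S100A4 monomer (human) · Compound – single-point compound testing · Schedule – 5 min incubation before reading · Probe or stimulus – TAMRA-labelled myosin IIA heavy-chain peptide probe, 5 nM · Benchmarks – neutral control DMSO, positive control TFP · Medium – Calcium-containing HEPES buffer, pH 7.2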
# LGR2 inh: inhibitors of bursicon-induced LGR2 CRE-luciferase signal, primary screen, cell-based, HEK293, CRE-luciferase reporter, bursicon stimulation; Drosophila bursicon receptor LGR2 (rickets); bursicon-stimulated, 4 h; inhibition, % at 9.99 µM; 380,000 tested, 0.35% active;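 active = drop in luminescence signal, shown as inhibition above about 50% in the replicate tests, limit read from the data, passing the limit was not always enough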;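 also: agonist challenge used bursicon conditioned medium at about half maximal strength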
# PAX8 inh HTS: inhibitors of PAX8-driven TPO luciferase reporter, primary screen, RMG-I cells, single concentration; SteadyGlo, 24 h; inhibition, % at 12.6 µM; 360,000 tested, 1.2% active;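 active = mean replicate inhibition at least 60% with every replicate also reaching 60%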;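 also: luciferase light reporting Pax8 driven TPO promoter activity; plate controls were median of neutral control wells for no effect and mitoxantrone controls for full effect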
# ERAP1 HTS inh: human ERAP1 aminopeptidase inhibitors, primary screen, biochemical, single point, plate reader; recombinant ERAP1, Leu-AMC fluorescence, 60 min; inhibition, % at 10.7 µM; 340,000 tested, 0.15% active; AID 652197, 2013;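 active = mean replicate inhibition of at least 30%, or all replicates individually reaching that 30% level; inactive = mean below 30% and not every replicate reaching it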;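 also: 0% = neutral control wells and 100% = L-leucinethiol positive control wells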
# Target sequence (Q9NZ08 whole entry, looked up): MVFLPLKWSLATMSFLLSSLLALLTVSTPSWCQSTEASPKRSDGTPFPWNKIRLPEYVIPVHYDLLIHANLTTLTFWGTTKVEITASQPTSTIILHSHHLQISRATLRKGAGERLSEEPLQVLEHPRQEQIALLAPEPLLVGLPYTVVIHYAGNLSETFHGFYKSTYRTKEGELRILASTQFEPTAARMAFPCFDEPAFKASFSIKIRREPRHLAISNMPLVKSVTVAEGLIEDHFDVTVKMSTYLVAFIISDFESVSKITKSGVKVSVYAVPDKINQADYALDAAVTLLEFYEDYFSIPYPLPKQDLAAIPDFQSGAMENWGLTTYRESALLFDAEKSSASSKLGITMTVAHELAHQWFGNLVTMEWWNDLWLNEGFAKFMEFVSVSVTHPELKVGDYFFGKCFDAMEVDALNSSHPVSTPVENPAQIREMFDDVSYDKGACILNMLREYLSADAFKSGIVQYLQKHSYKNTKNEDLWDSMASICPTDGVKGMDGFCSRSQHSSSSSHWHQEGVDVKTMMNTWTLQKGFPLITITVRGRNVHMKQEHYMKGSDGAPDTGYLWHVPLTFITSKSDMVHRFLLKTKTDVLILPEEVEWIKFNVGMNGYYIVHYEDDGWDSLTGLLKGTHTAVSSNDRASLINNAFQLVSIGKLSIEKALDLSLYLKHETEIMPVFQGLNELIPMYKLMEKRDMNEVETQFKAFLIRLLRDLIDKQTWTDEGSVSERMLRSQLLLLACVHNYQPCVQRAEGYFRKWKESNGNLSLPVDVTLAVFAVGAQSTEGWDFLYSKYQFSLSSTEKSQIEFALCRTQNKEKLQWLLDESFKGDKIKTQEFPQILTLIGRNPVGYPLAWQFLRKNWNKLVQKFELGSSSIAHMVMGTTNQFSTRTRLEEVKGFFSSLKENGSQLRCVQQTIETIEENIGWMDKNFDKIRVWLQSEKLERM
# EWS-Fli inh: EWS/Fli-driven NR0B1 reporter inhibitors, primary screen, A673 cells, NR0B1 luciferase, luminescence, MLPCN library. viability-normalised. inhibition, % at 12.6 µM. 350,000 tested, 0.67% active. AID 651661, 2012;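 active = mean inhibition of at least 50% after viability correction, with every replicate also passing that limit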;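 also: firefly luciferase signal divided by Alamar Blue viability fluorescence both relative to DMSO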
# FN deposit inh: inhibitors of fibronectin matrix deposition, primary screen, AH1F cells, Alexa488-fibronectin fluorescence, plate reader | AH1F fibroblasts, overnight | inhibition, % at 12.6 µM | 350,000 tested, 0.086% active | AID 743247, 2014;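 active = mean inhibition across replicates of 30% or more, regardless of how many single replicates reach that level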;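 also: positive control wells lacked labelled fibronectin entirely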
#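 Material: AH1F fibroblast monolayer depositing Alexa488-labelled fibronectin into matrix | Input: 10000 AH1F cells/well | Medium: DMEM plus 2% serum, read in PBS | Reagent: Alexa488-fibronectin, 24 nM final in well | Compound dosing: One dose per compound, pinned | Schedule: 1 h adhesion, overnight exposure | Measured by: Fluorescence at 485 nm excitation, 525 nm emission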
# PglD inh: C. jejuni PglD acetyltransferase inhibitors, primary screen, biochemical, DTNB colorimetric, single point; UDP-N-acetylbacillosamine N-acetyltransferase PglD (Campylobacter jejuni); purified PglD enzyme, DTNB colorimetric CoA detection; inhibition, % at 12.5 µM; 360,000 tested, 0.098% active; AID 602405, 2012; in the data active = inhibition above about 16%, passing the limit was not always enough; also: strong numbers were not always called active
# Active calls of the source: *; / = no result given.
molecule	PGC1a acetyl inh	LGR2 inh	S100A4 inh HTS	EWS-Fli inh	FN deposit inh	PglD inh	ERAP1 HTS inh	PAX8 inh HTS
O=C(O)c1cccc(NC(=O)c2ccc3c(c2)C(=O)N(Cc2ccco2)C3=O)c1	24.7	25.3	3.1	-10.2	11.0	-2.3	-20.4	-7.4
CCCNC(=O)N1[C@H](CO)[C@@H](c2ccccc2-c2cccc(C)c2)[C@@H]1C#N	2.6	10.1	-7.8	-3.4	-5.1	/	2.4	-8.1
C[C@@H]1CCCCO[C@H](CN(C)C(=O)Nc2cccc3ccccc23)[C@@H](C)CN([C@H](C)CO)C(=O)c2cc(NS(=O)(=O)c3ccc(F)cc3)ccc2O1	-6.6	-0.8	3.7	14.4	-0.9	2.5	-3.7	-1.0
O=C(N/N=C/c1ccccc1O)C(=O)N1CCCCCC1	/	13.6	0.2	/	11.0	1.2	0.4	4.0
COc1ccc(S(=O)(=O)Nc2ccc3c(c2)C(=O)N([C@H](C)CO)C[C@@H](C)[C@H](CN(C)C(=O)Nc2ccc(F)cc2)OCCCC[C@H](C)O3)cc1	-10.9	30.1	4.0	1.8	/	-1.2	-1.2	3.2
CCN(CC)CCSc1nnc2c3ccccc3n(Cc3ccccc3)c2n1	-10.5	0.4	-1.5	26.4	7.9	-7.0	0.6	23.8
CC1CCC(NC(=O)c2cccc(S(=O)(=O)N3CCN(c4ccccc4)CC3)c2)CC1 (centres undefined)	/	-6.3	-2.2	3.5	-5.3	/	2.8	-8.4
COCC(=O)Nc1ccc2c(c1)C(=O)N(C)C[C@H](OC)[C@H](C)CN[C@H](C)CO2	10.8	2.7	/	2.8	-25.8	2.9	/	-7.7
COC(=O)C1=C(C)N(Cc2ccccc2C(F)(F)F)C(=NCc2cc(OC)c(OC)c(OC)c2)NC1c1cccc(Cl)c1 (centres undefined)	/	4.0	8.5	-2.0	-7.7	/	2.4	-12.1
CS(=O)(=O)N1N=C(c2ccco2)CC1c1ccco1 (centres undefined)	/	1.9	-0.6	-1.2	-0.9	-4.1	-2.9	-0.3
O=C(O)C[C@@H]1C[C@H]2c3cc(NC(=O)Nc4ccc(C(F)(F)F)cc4)ccc3O[C@H]2[C@H](CO)O1	2.1	-1.8	7.7	-2.2	-41.5	3.1	-1.9	-0.8
COc1ccc(-c2cc(-c3ccccc3)c(C#N)c(=S)[nH]2)cc1	-4.9	-15.1	-4.0	-13.1	-9.0	/	1.9	-14.9
O=C(NCC[C@@H]1CC[C@H](NC(=O)C2CC2)[C@@H](CO)O1)Nc1ccc(Cl)cc1	-4.9	1.3	-9.8	-27.7	-3.3	37.1	0.5	/
COc1cc(C(=O)Nc2cccc(C)c2C)c(Br)c(OC)c1OC	-4.4	0.8	3.7	8.3	-3.9	/	-2.8	17.0
COc1ccc(OC)c(NC(=O)COC(=O)c2n[nH]c3ccccc23)c1	2.1	1.4	-4.3	2.8	2.5	3.0	-8.4	32.0
CC(=O)Nc1ccc(NS(=O)(=O)c2cc(Cl)ccc2Cl)cc1	35.7	19.8	-52.0	-2.9	7.4	-1.0	2.4	1.1
Cc1nc(SCc2nc3c(F)cccc3[nH]2)c2oc3ccccc3c2n1	/	-19.6	-2.8	6.0	-2.4	-7.0	/	13.4
COC(=O)c1sc(-c2ccc(C(C)(C)C)cc2)cc1NC(=O)c1ccccc1C(=O)O	-32.3	-100.0	2.0	9.0	-13.5	/	-1.7	-214.1
O=C(NC(=S)Nc1ccc(C(=O)N2CCOCC2)cc1)c1ccc([N+](=O)[O-])cc1	-8.4	-15.3	/	/	4.4	4.4	/	/
COc1ccc(S(=O)(=O)N2CCOC23CCN(S(=O)(=O)c2cc(C)ccc2OC)CC3)cc1	2.4	9.9	1.0	7.6	0.2	0.3	-5.3	6.8
Cn1ncc([N+](=O)[O-])c1C(=O)Nc1ccccc1	/	14.9	-3.6	-35.7	-7.1	1.4	16.1	8.1
Cc1ccc(NC(=O)[C@@H]2CCCN2S(=O)(=O)c2ccccc2F)cc1	-8.6	-17.7	-4.0	-7.3	5.4	-2.6	/	9.9
O=C(Cc1ccc(F)cc1)Nc1ccc(F)c([N+](=O)[O-])c1	5.9	/	/	/	0.0	-0.5	/	21.4
C=CCn1c(SCC(=O)Nc2ccc3c(c2)OCCO3)nnc1-c1ccco1	/	-0.8	-3.6	11.9	/	0.7	3.3	/
CCOC(=O)C1=C(C)NC(=O)NC1/C=C/c1ccccc1OC (centres undefined)	-17.5	11.6	4.7	15.0	-6.7	/	-1.6	13.4
CCC(=O)N(C)C[C@H]1Oc2ncc(-c3ccc(C(=O)N(C)C)cc3)cc2C(=O)N([C@@H](C)CO)C[C@@H]1C	10.0	-4.5	1.3	-2.4	/	1.2	2.7	/
COc1cccc(C(=O)NC23CC4CC(CC(C4)C2)C3)c1	/	-11.5	-4.9	-37.3	-9.5	-3.4	-0.7	-38.4
CN(C)C(=O)[C@@H]1[C@@H](CO)[C@@H]2Cn3c(ccc(-c4ccccc4)c3=O)[C@H]1N2C(=O)C1CC1	/	1.9	50.2	-4.6	/	1.4	0.8	/
C[C@@H]1CN([C@@H](C)CO)C(=O)c2cc(-c3ccccc3F)cnc2O[C@@H]1CN(C)C(=O)C1CC1	-3.2	-6.1	-1.0	-2.4	/	0.8	-2.1	/
Cc1cc(C)nc(NC(=NCCc2c[nH]c3ccccc23)NC(=O)Nc2cccc([N+](=O)[O-])c2)n1	/	24.8	-0.3	13.0	6.3	/	-1.8	-4.5

# Continuation:
molecule	PGC1a acetyl inh	LGR2 inh	S100A4 inh HTS	EWS-Fli inh	FN deposit inh	PglD inh	ERAP1 HTS inh	PAX8 inh HTS
Cc1noc(C)c1S(=O)(=O)N(C)C[C@H]1OCCCC[C@H](C)Oc2ccc(NC(=O)Nc3ccccc3)cc2C(=O)N([C@@H](C)CO)C[C@@H]1C	2.0	0.5	27.1	9.2	-2.0	0.3	2.9	-14.8
Cc1c(Cl)c(-c2n[nH]c(=S)n2-c2ccccc2)nn1C	/	-29.5	/	/	0.0	0.1	/	7.0
CCN(CC)c1ccc(NC(=O)COC(=O)CSc2ccc(Br)cc2C)cc1	/	-1.6	7.6	13.1	-0.7	/	0.1	29.3
Cc1cc2ncn(CS(C)(=O)=O)c2cc1C	/	17.8	-2.8	2.6	6.1	/	-4.5	10.3
COc1ccc(S(=O)(=O)Nc2ccc(-c3ccc4nncn4n3)cc2)c(OC)c1	/	-9.1	-4.6	14.0	8.1	/	1.7	26.0
COc1ccc(Cl)cc1NC(=O)CN(C)C(=O)c1ccc(N2CCCCC2)c([N+](=O)[O-])c1	/	3.6	0.9	3.4	13.8	/	0.2	9.5
CSc1nnc(N2C(=O)C(O)=C(C(=O)c3ccco3)C2c2cccc(Cl)c2)s1 (centres undefined)	-8.2	-13.3	-13.1	/	5.1	-0.2	12.2	9.5
O=C(Nc1ccc(Cl)c(Cl)c1)N[C@@H]1CC[C@@H](CCn2cc(C3CCCC3)nn2)O[C@H]1CO	4.9	9.6	-4.0	-11.0	-0.7	/	2.3	5.8
CNC(=O)c1c(NC(=O)C2=COCCO2)sc2c1CCN(C(=O)OC)C2	/	-25.7	-7.5	-8.4	3.5	/	2.0	1.1
COc1ccccc1NC(=O)Cn1c(=O)n(CCc2c[nH]c3ccccc23)c(=O)c2cccnc21	-7.6	6.1	-2.2	-9.4	3.0	-7.0	4.0	0.5
C/C(=N/NC(=O)c1ccc(Cl)s1)c1cccnc1	-7.7	-20.9	-2.4	/	/	6.6	2.7	-41.0
COc1ccccc1C(=O)NC(CCSC)C(=O)NNC(=O)c1ccccc1C (centres undefined)	/	-19.2	-9.0	2.2	/	-3.0	-1.4	8.6
COc1ccc(Cl)cc1Nc1nc(-c2cccnc2)cs1	-5.0	7.9	4.4	-30.8	5.5	-8.9	0.7	-13.0
CCOC(=O)c1ccc(NC(=O)NCc2ccccc2OC)cc1	-24.5	-1.8	-2.8	-10.0	5.7	-3.3	5.9	12.9
CC(=O)N1CC2(C1)[C@H](c1ccc(-c3ccc(C#N)cc3)cc1)[C@@H](CO)N2C(C)=O	5.8	19.9	-4.4	1.8	/	/	-0.6	/
CCCC#Cc1ccc([C@@H]2[C@@H](CO)N(C(=O)C3CCCC3)[C@H]2C#N)cc1	-9.8	2.8	-8.9	0.9	-7.1	-1.1	7.6	-1.2
Cc1ccc(CN2CC(=O)N3[C@H](CO)[C@H](c4ccc(Br)cc4)[C@H]3C2)cc1	6.0	-16.4	15.8	-10.0	/	/	-2.2	/
Cc1ccc(-c2ccc3nnc(SCC(N)=O)n3n2)cc1	3.1	4.4	-1.7	-6.8	-7.2	/	-3.3	-11.9
O=S(=O)(N[C@@H]1CC[C@@H](CCn2cc(-c3ccccc3F)nn2)O[C@@H]1CO)c1ccc(F)cc1	-3.1	-12.0	4.5	5.7	/	0.8	6.0	-1.2
O=C(Cn1c(=O)cnc2ccccc21)Nc1ccccc1N1CCOCC1	/	18.4	-7.8	-6.9	/	3.3	0.2	3.3
COc1ccc(S(=O)(=O)Nc2cccc3c2O[C@@H](CN(C)C(=O)Nc2ccc4c(c2)OCO4)[C@H](C)CN([C@H](C)CO)C3=O)cc1	-6.2	-14.9	-34.5	-9.8	-5.5	-1.9	1.0	/
CC(C)CC#Cc1cnc2c(c1)C(=O)N([C@@H](C)CO)C[C@@H](C)[C@H](CN(C)S(=O)(=O)c1ccccc1)O2	-1.3	-5.1	-1.8	8.9	/	2.6	-1.8	18.7
O=C(OCC(=O)N(C1CCCCC1)C1CCCCC1)c1ccco1	-4.1	5.2	/	/	-3.8	1.4	/	/
Cc1cc(F)ccc1S(=O)(=O)Nc1ncnc2scc(-c3ccc(F)cc3)c12	/	5.2	-13.6	5.6	11.9	/	0.2	0.0
COc1ccccc1S(=O)(=O)N[C@@H]1C=C[C@@H](CC(=O)N2CCN(C)CC2)O[C@H]1CO	1.5	15.1	-14.5	1.8	/	-0.2	3.2	1.6
C[C@@H]1CN([C@H](C)CO)C(=O)c2cc(NC(=O)CCCCCC(=O)Nc3ccccc3N)ccc2O[C@H]1CN(C)C(=O)Nc1ccc(C(F)(F)F)cc1	3.0	-1.0	-13.0	0.5	-6.5	/	-0.9	-20.5
CCOc1ccc(C(C(=O)NCC2CCCO2)N(Cc2ccccc2)C(=O)c2snc(C(N)=O)c2N)cc1 (centres undefined)	0.8	8.2	-3.9	4.7	-1.4	-4.3	14.2	2.5
Cc1cc(C)cc(OCc2nc(-c3cccnc3)no2)c1	7.2	0.3	-2.7	-9.8	-8.6	/	11.2	-35.3

# 2 records drawn at random from the list so far, as already listed:
molecule	PGC1a acetyl inh	LGR2 inh	S100A4 inh HTS	EWS-Fli inh	FN deposit inh	PglD inh	ERAP1 HTS inh	PAX8 inh HTS
Cc1ccc(CN2CC(=O)N3[C@H](CO)[C@H](c4ccc(Br)cc4)[C@H]3C2)cc1	6.0	-16.4	15.8	-10.0	/	/	-2.2	/
COc1cc(C(=O)Nc2cccc(C)c2C)c(Br)c(OC)c1OC	-4.4	0.8	3.7	8.3	-3.9	/	-2.8	17.0
